Screening data: PubChem BioAssay, National Center for Advancing Translational Sciences (NCATS)
EPAC1 agonist: EPAC1 (human) agonism; Potency, µM (series often up to 154 µM), without a hit: at the top dose activation, hits mostly activators; AID 720707; 360,000 compounds, 0.073% hits; EPAC1 agonist qHTS, biochemical assay; response scale: 100% = response to 6.5 mM cAMP; O95398; also: potency is read from the fitted curve at half-maximal effect; nearly all actives have a fitted effect of over 60% in size
Target sequence (O95398 whole entry, looked up): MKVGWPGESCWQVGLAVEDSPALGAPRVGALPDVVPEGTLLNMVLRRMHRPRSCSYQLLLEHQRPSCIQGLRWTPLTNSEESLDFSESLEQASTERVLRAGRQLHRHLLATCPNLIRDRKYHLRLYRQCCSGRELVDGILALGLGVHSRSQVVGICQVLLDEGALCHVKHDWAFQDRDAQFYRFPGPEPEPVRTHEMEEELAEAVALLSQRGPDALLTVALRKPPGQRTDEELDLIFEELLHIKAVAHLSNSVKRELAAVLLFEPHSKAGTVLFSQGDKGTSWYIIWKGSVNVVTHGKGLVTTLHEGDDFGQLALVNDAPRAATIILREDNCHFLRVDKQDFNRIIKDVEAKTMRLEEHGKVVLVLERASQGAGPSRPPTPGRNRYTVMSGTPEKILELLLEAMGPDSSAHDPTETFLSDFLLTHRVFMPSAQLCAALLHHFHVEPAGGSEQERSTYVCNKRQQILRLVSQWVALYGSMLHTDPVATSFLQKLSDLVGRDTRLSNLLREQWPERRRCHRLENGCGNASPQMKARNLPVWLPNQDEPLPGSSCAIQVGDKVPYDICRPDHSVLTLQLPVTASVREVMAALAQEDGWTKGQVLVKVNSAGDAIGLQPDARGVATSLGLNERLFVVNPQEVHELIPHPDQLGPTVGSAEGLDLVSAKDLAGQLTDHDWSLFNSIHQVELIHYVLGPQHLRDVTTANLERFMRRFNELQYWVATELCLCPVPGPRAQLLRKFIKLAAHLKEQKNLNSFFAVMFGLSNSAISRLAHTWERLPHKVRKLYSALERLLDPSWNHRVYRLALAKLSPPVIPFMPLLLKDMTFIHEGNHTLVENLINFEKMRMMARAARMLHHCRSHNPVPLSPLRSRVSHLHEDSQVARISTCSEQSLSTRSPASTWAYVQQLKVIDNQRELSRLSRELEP
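Fluorescent GDP-exchange assay: 100 nM EPAC1 with 250 nM Rap1B preloaded with BODIPY-GDP and 50 uM GDP; compounds tested as concentration series, 5 min at room temperature, then read every 5 min for 30 min (ex 480/em 540 nm); normalized to 6.5 mM cAMP.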
PI5P4Ka inh: PI5P4K alpha (human) kinase inhibition | P48426 | PI5P4Kalpha enzyme, ADP-Glo luminescence, 60 min; stronger effect = lower value | max response, % | 330,000 compounds, 1.2% hits | AID 652105; active = max response of -50% or lower; inconclusive = between -30% and -50%; inactive = -30% or higher; also: value at the top dose of about 77 µM; % is scaled to controls: 0 for no effect and ±100 for the full control effect
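Single end-point luminescence (ADP-Glo) quantified ADP from PI5P4Kalpha turnover; ATP 5 microM final, 1 h at RT, 0.1% CHAPS and 0.28 mM EGTA in HEPES pH 7.4.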
WRN helicase inh: blocks human WRN helicase; Q14191; WRN helicase unwinding, fluorescent forked duplex, kinetic; Potency, µM (doses to about 114 µM), inactives show at the top dose activity change, negative = inhibition, actives largely listed as inhibitors; 360,000 compounds, 0.46% hits; AID 651768; also: potency is read from the fitted curve at half-maximal effect; % is scaled to controls: 0 for no effect and ±100 for the full control effect; nearly all actives have a fitted effect of over 55% in size
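Screening of the MLSMR collection measured strand separation of a quenched forked DNA duplex (100 nM) by 20 nM WRN with 2 mM ATP, all final. Compounds were preincubated with enzyme 15 min at room temperature.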
MmCpn inh: inhibitors of Methanococcus maripaludis chaperonin (MmCpn). purified Mm-Cpn ATPase, ADP Transcreener TR-FRET. Potency, µM (top dose mostly 76.9 µM), inactives show at the highest dose activity, negative = inhibition, hits mostly inhibitors. 330,000 compounds, 0.031% hits. AID 504842; also: potency is read from the fitted curve at half-maximal effect; % is scaled to controls: 0 for no effect and ±100 for the full control effect; nearly all actives have a fitted effect of over 80% in size
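ATP (10 uM final) was added to archaeal chaperonin (25 nM final) after 10 min exposure to test compound at 37°C; after 30 min further incubation, ADP was detected by competitive TR-FRET.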
EPAC2 antag: antagonists of human EPAC2. Q8WZA2. EPAC2 GEF exchange of Rap1B-BODIPY-GDP, fluorescence. Potency, µM (titrated, usually from 114 µM), for the others: at the top dose activity, negative = inhibition, actives largely listed as inhibitors. 360,000 compounds, 0.18% hits. AID 720708; also: potency is read from the fitted curve at half-maximal effect; % is scaled to controls: 0 for no effect and ±100 for the full control effect; nearly all actives have a fitted effect of over 45% in size; many of its hits are not listed in these tables
CCT modulator: cytosolic chaperonin activity modulation; purified chaperonin ATPase assay, HTRF ADP detection, 30 min; activity change, % (no concentration beside the values), hits read low; 360,000 compounds, 0.3% hits; AID 651819; in the data active = activity change below about -30%; also: % is scaled to controls: 0 for no effect and ±100 for the full control effect
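First, chaperonin was dispensed at 40 nM or 20 nM final depending on batch activity. Next, compounds were pinned at 76 uM and ATP added at 10 uM. After 30 min at 37 °C, ADP detection reagents ran 30 min at ambient temperature.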
EPAC1 antagonist: blocks human EPAC1 exchange factor; O95398; EPAC1 GEF assay, Rap1b-BODIPY-GDP exchange fluorescence; Potency, µM (top dose mostly 115 µM), without a hit: top-dose activity change, negative = inhibition, most hits filed as inhibitors; 360,000 compounds, 0.14% hits; AID 720709;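 also: potency is read from the fitted curve at half-maximal effect; plate controls were vehicle for no effect and positive control for full effect; nearly all actives have a fitted effect of over 50% in size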
PLK1 PBD inh: inhibitors of human PLK1 polo-box domain binding. P53350. Plk1 PBD binding of FITC phosphopeptide, fluorescence polarization. Potency, µM, inactives show max response, negative = inhibition, hits mostly inhibitors. 360,000 compounds, 2.8% hits; also: potency is read from the fitted curve at half-maximal effect; series mostly up to about 57 µM; % is scaled to controls: 0 for no effect and ±100 for the full control effect; nearly all actives have a fitted effect of over 65% in size
Numbers without * were called inactive; ? = inconclusive; · = not tested or not shown; [ ] = dose if it differs, or a comment. Unless noted, calls follow the shape of the dose curve; as a rule, active = well fitted curve in the direction sought with a large enough effect; inconclusive = small, poorly fitted or top-dose-only effect, or another doubt; inactive = no such curve, though single readings can be large; an effect the other way counts as inactive or inconclusive.

Second line of a record: EPAC1 agonist, PI5P4Ka inh, WRN helicase inh, MmCpn inh, EPAC2 antag, CCT modulator, EPAC1 antagonist, PLK1 PBD inh
> CN(C)S(=O)(=O)c1ccc2nc(NC(=O)c3cccnc3)sc2c1
→ -4.1%, ?, -3.1%, ·, 9.0%, 0.8, -0.8%, -5.8%
> COc1ccc(/C=C/c2c(-c3ccc(OC)cc3)oc3ccccc23)cc1
→ -10.5%, 12.1, -5.1%, 2.1%, 11.3%, 0.9, -18.7%, -12.1%
> Cc1cc(C)nc(NC(N)=S)n1
→ 9.9%, 9.7, 1.1%, -2.2%, -1.5%, -1.2, -15.2%, -24.3%
> COc1cc(NC(=S)NC(C)=O)ccc1NC(=O)C(C)C
→ 11.1%, ·, 4.1%, -5.9%, -0.6%, -1.6, 6.2%, -5.0%
> CC1(C)CC2(CC(c3ccccc3)Oc3cc(O)ccc32)NC(=S)N1 (stereo not drawn)
→ 0.2%, -4.8, -4.5%, -0.1%, -5.7%, -0.4, 11.8%, 0.6%
> Cc1ccc(S(=O)(=O)N2CCCC2CO)cc1 (stereo not drawn)
→ -2.4%, ·, -1.3%, 0.7%, 3.6%, 0.6, 14.5%, 0.0%
> CC(=O)Nc1ccccc1C(=O)C(=O)Nc1ccc(C)c(F)c1
→ -19.4%, 7.9, 0.3%, -1.2%, -0.4%, 1.2, -3.6%, 2.2%
> O=[N+]([O-])c1ccc(Oc2ccc(S(=O)(=O)N3CCOCC3)cc2)cc1
→ 10.2%, -1.8, 3.1%, -0.8%, 1.3%, 0.5, -0.8%, -9.5%
> COc1cccc(NC(=O)c2ccccc2N(Cc2ccccc2)S(C)(=O)=O)c1
→ 2.4%, 2.2, 1.8%, -1.6%, -12.8%, -0.8, -3.7%, -1.3%
> CC1CCCC(NC(=O)CN2C(=O)COc3ccccc32)C1C (stereo not drawn)
→ 6.5%, 0.2, -7.8%, 0.6%, -2.5%, -0.4, -14.8%, -0.5%
> CC(Sc1nnc(COc2ccc([N+](=O)[O-])cc2)n1C)C(=O)O (stereo not drawn)
→ 10.2%, -6.4, -26.5%, 0.3%, 10.4%, -4.0, 1.5%, -15.5%
> CCCCC(=O)Nc1ccc(C(=O)NNC(=O)c2cccs2)cc1
→ 10.5%, 5.2, 5.2%, -0.2%, -8.3%, -0.4, 1.7%, -10.6%
> CCOc1ccc(N(CC(=O)NCC2CCCO2)S(=O)(=O)c2ccc(OC)c(OC)c2)cc1 (stereo not drawn)
→ -9.4%, -0.6, 0.0%, -0.6%, 3.2%, -1.7, -11.0%, -1.6%
> COC(=O)c1cc(-c2cccc(OC)c2)n[nH]1
→ -3.3%, 4.1, -2.3%, 1.1%, 15.6%, 2.3, 7.5%, -3.7%
> Cc1nn(Cc2ccccc2Cl)c2sc(C(=O)Nc3nccs3)cc12
→ -1.5%, 0.1, 2.4%, -20.8%, 17.7%, -56.7*, 23.0%, -2.6%
> CCc1ccc2[nH]c(=O)c(CN(CCN(CC)CC)C(=S)NCc3ccco3)cc2c1
→ 3.4%, 5.1, -2.6%, 2.1%, -6.1%, 0.3, -2.3%, -4.5%
> CN=c1scc(C)n1/N=C/c1cc(Br)c(O)c(OC)c1
→ -5.3%, -5.9, -5.4%, -4.2%, 2.7%, -4.0, 2.6%, -6.8%
> Cc1ccc(C)c(CSc2nnc(C)c(=O)[nH]2)c1
→ 8.5%, 1.1, -11.9%, 3.4%, 1.1%, -2.1, 14.5%, -11.1%
> CC(NC(=O)Cc1cccs1)c1ccccc1 (stereo not drawn)
→ 2.4%, 1.2, -8.6%[57.1 µM], -3.8%, 5.6%, -0.7, 11.4%, -2.9%
> CCCN(CCC)S(=O)(=O)c1ccc(NS(C)(=O)=O)cc1
→ 4.4%, 2.1, 3.3%, -2.8%, -2.1%, -3.0, -16.6%, -5.9%
> O=C1NC2(CCCCC2)NN1c1ccccc1
→ 2.1%, 5.9, 5.7%, ·, 1.6%, -1.9, -6.8%, -9.1%
> Cc1c(NCc2cc(Cl)ccc2O)c(=O)n(-c2ccccc2)n1C
→ 4.9%, 5.6, -8.0%, 0.0%, -1.0%[57.1 µM], -2.2, 0.8%, -5.1%
> Cc1ccccc1NC(=O)CN1C(=O)CSc2ccc(S(=O)(=O)N3CCCCC3)cc21
→ 7.9%, -3.4, -9.0%, 3.3%, -1.9%, -0.3, -9.1%, 21.2µM*
> COCCNS(=O)(=O)c1cc2[nH]c3c(c2cc1C)C(=O)CC(C)(C)C3
→ 5.6%, -0.6, 1.1%, -1.2%, 3.2%, 0.1, -9.3%, -6.4%
> COc1cccc(CC(=O)Nc2ccc(F)c(S(=O)(=O)N3CCOCC3)c2)c1
→ -11.5%, 7.0, -2.4%, ·, 5.9%, 0.3, -11.9%, -26.4%
> O=C(C1CC(=O)N(c2ccc3c(c2)OCCO3)C1)N1CCN(S(=O)(=O)c2ccc(F)cc2)CC1 (stereo not drawn)
→ 11.4%, 0.6, -9.0%, ·, -1.6%, 0.9, -19.7%, -7.7%
> CC12CCC(C(=O)C1)C1(C)CCCC(=O)C21 (stereo not drawn)
→ 3.4%, 21.3, 1.1%, ·, -18.3%, 1.5, -3.5%, -5.2%
> CC(=O)CCc1c(C)[nH]c2ccc(NC(C)=O)cc2c1=O
→ 7.8%, ·, -2.5%, -5.2%, 3.4%, -2.7, -9.7%, -6.9%
> CC(=O)Nc1ccc(NC(=O)C(C)OC(=O)c2ccc3c(c2)OCCO3)cc1 (stereo not drawn)
→ 4.4%, -0.4, -0.8%, 0.6%, 9.8%, -0.7, -1.7%, -7.4%
> C/C(=N/OCC(=O)Nc1ccc(C)cc1C)c1cccs1
→ 14.5%, 5.2, -5.9%, 2.3%, -4.7%, -1.8, -12.9%, -6.3%
> CN(C)CCCn1c(SCC(=O)Nc2sc3c(c2C#N)CCCC3)nnc1-c1ccncc1
→ -1.7%, ·, 4.4%, -3.0%, 6.1%, 1.2, 14.6%, -2.0%
> Cc1ccc(S(=O)(=O)N2[C@@H](c3ccc4c(c3)OCO4)C(C(=O)O)=C[C@H]2CC2CCCC2)cc1
→ -8.2%, -3.1, -9.5%, 0.1%, -28.3%, -2.4, -15.9%, ?
> O=C(NCc1ccco1)C1CC(c2ccc(Cl)cc2)=NO1 (stereo not drawn)
→ 0.5%, -10.9, 0.6%, 0.3%, 8.4%, -0.9, 1.1%, 10.7%
> CC1CCCN(C(=O)COC(=O)Cc2c[nH]c3ccccc23)C1 (stereo not drawn)
→ -3.4%, 1.8, -8.3%, 2.1%, -2.3%, 0.2, ?, -17.3%
> O=C(COc1ccc(Cl)cc1)Nc1ccc(C(=O)O)cc1NC(=O)COc1ccc(Cl)cc1
→ 2.9%, 6.6, -3.7%, 0.3%, -8.3%, -1.0, -5.6%, -14.5%
> CCc1cccc(C)c1NC(=O)C1=C(C(=O)O)CCCC1
→ -2.6%, ·, 0.0%, -1.7%, 1.2%, -1.9, 12.5%, -19.9%
> COc1ccc2[nH]c(=O)c(-c3nnn(-c4ccc(Cl)nc4)n3)cc2c1
→ -8.5%, -0.5, -5.7%, ·, 2.7%, -1.1, ?, ?
> COc1ccc(S(=O)(=O)N2CCc3ccccc32)cc1C(=O)NCc1ccco1
→ -6.4%, -8.4, ?, -1.9%, -0.4%, 2.6, -19.2%, -10.5%
> CSc1cc(/C=N/O)c(SC)s1
→ 3.9%, 9.5, -24.1%, ?, 0.1%, -2.5, -19.2%, -2.8%
> CCOC(=O)C1C(C)N=C2SCC(=O)N2C1c1cccc(Br)c1 (stereo not drawn)
→ 3.0%, 13.3, 1.6%, -16.2%, -44.7%, -4.8, -3.3%, -6.3%
> COc1ccc(NC(=O)CN(C)C(=O)c2cccc(S(=O)(=O)N3CCN(C)CC3)c2)cc1
→ 4.8%, 0.4, 3.0%, -0.5%, -1.1%, 0.0, -12.7%, -9.5%
> CCN(Cc1ccccc1)Cc1ccc(OCc2ccccc2)cc1
→ -2.9%, 5.1, 14.6%, -1.2%, -2.3%, 0.1, -2.0%, -2.0%
> CCC(C)N(C(=O)COC(=O)c1[nH]c(C)c(C(C)=O)c1C)C1CCS(=O)(=O)C1 (stereo not drawn)
→ -7.9%, -2.0, 8.5%, 0.9%, 0.0%, 1.6, -4.9%, -20.9%
> COc1ccccc1-c1cccc([C@@H]2C[C@H]3[C@H](CON3C)CN2C(=O)C(C)(C)C)c1
→ 1.9%, 6.5, -2.9%, ·, -6.8%, 2.8, -19.1%, -10.0%
> C[C@@H]1CN([C@@H](C)CO)C(=O)CCCn2cc(nn2)CO[C@H]1CN(C)S(=O)(=O)c1ccc(-n2cccn2)cc1
→ 4.2%, -2.3, 3.1%, ·, -1.9%, 0.2, -1.4%, -4.1%
> CSc1cccc(N2C(=O)C3CCCN3C2=S)c1 (stereo not drawn)
→ 6.9%, 2.1, -1.8%, -2.2%, 0.4%, 0.6, 14.6%, 10.6µM*
> CCCCOC(=O)c1ccc(NC(=O)CSc2nnnn2C)cc1
→ -14.2%, 1.2, -9.0%, 0.7%, 6.2%, 0.0, -10.3%, -6.7%
> COc1ccccc1S(=O)(=O)N(C)C[C@@H]1Oc2cc(C#CCC(C)C)ccc2S(=O)(=O)N([C@H](C)CO)C[C@@H]1C
→ -12.7%, 1.8, -5.5%, ·, 0.0%, 1.5, -3.4%, 0.1%
> Cc1c(O)cc2c(c1O)C(=O)CC(c1ccccc1)O2 (stereo not drawn)
→ 7.8%, -21.5, -0.7%, 0.9%, -1.6%, 2.0, -2.1%, -6.8%
> O=C(Cn1c(=O)oc2cc(S(=O)(=O)N3CCc4ccccc43)ccc21)N1CCCCC1
→ -7.5%, 2.2, -4.4%, 0.4%, -11.3%, -0.2, -6.6%, -4.1%
> CC(=O)C(Cc1ccc(Cl)nc1)(Cc1ccc(Cl)nc1)C(C)=O
→ -5.3%, -0.5, 1.4%, -15.1%, 7.2%, 2.7, 7.2%, -0.4%
> Cc1csc(NC(=O)CCCSc2nc3ccccc3s2)n1
→ 12.7%, ·, -6.8%, -2.3%, -4.1%, 1.4, -21.7%, -0.7%
> Cc1cc(=O)n2nc(N3CCCC(C(=O)NCc4cccc(Cl)c4)C3)sc2n1 (stereo not drawn)
→ 12.3%, -2.2, -0.4%, -6.7%, -1.4%, -0.3, 0.2%, ?
> C=CCN(C(=O)CNC(=O)c1ccco1)C(C(=O)NC1CCCC1)c1cccs1 (stereo not drawn)
→ 1.0%, 5.6, 9.1%, -3.1%, 6.3%, 0.6, 12.8%, 2.2%
> CCOC(=O)N1CCN(C(=O)C2CCN(S(=O)(=O)c3cc(Cl)ccc3Cl)CC2)CC1
→ 1.7%, ·, 8.4%, 0.6%, 7.9%, 0.3, 3.0%, -0.4%

Some of the compounds tested; rates above refer to the full screens.
